# From PubChem
# NPR2 activator: GC-B (human) receptor activation. AID 1920062. P20594. HEK293-GC-B cells, CNP EC30, cGMP TR-FRET; 0% at EC30 CNP, 100% saturating CNP. 0.11% of 370,000 active. activation, % at 10 µM;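 active = activation at 10 µM reaching about 35% in either raw or pattern-adjusted values, limit read from the data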
# mABHD4 FP: inhibits mouse alpha/beta hydrolase domain 4; Q8VD66; purified mABHD4, FP-Rh probe fluorescence polarization; inhibition, % at 8.92 µM; 0.54% of 370,000 active;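 active = inhibition exceeding the mean over every tested compound plus 3 SD, cut at about 30% in these data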;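 note: 0% = plate median of compound wells and 100% = S159A mutant with DMSO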
#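 Material: mouse ABHD4 enzyme, wild type; Benchmarks: S159A mutant high control, sample median low control; Buffer or medium: HEPES pH 7.0, NaCl, Pluronic buffer; Signal: fluorescence polarization; Read-out: percent inhibition of probe binding, normalized to plate controls; Timing: pre-incubation 45 min, probe exposure 60 min, at 25 °C; Dosing: 8.92 µM, single dose.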
# rCAG RNA binder: binds r(CAG) RNA repeats; AID 651821; r(CAG) RNA repeat, TO-PRO-1 dye displacement fluorescence; inhibition, % at 3 µM; 1.3% of 370,000 active;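 active = inhibition above the plate cutoff, the mean of all test compounds on that plate plus 3 SD, cut at about 35% in these data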;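 note: 0% = DMSO alone and 100% = 100 µM mitoxantrone as full dye displacement; higher means more dye released from RNA so lower well fluorescence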
# MBD2 DNA inh: blocks human MBD2 binding to methylated DNA; Q9UBB5; TR-FRET, MBD2 binding to methylated oligonucleotide; inhibition, % at 4.4 µM; 0.31% of 370,000 active; in the data active = inhibition above about 13%
# SIAE primary: inhibitors of human sialic acid acetylesterase SIAE. Q9HAT2. SIAE FP-Rh probe binding, fluorescence polarization. inhibition, % at 9.66 µM. 0.69% of 370,000 active;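 active = inhibition above a cutoff: mean of compounds within the control limits plus 3 SD of those, cut at about 17% in these data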;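 note: 0% = plate median of compound wells and 100% = probe without SIAE protein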
# PRMT1 FP inh: inhibitors of human PRMT1. 1.3% of 370,000 active. inhibition, % at 2.79 µM. Q99873. recombinant PRMT1, activity-based probe fluorescence polarization;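 active = inhibition above about 21% made by adding two undisclosed values, limit read from the data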
# TCR-CD3 inh: human TCR-CD3 binding inhibition. TAMRA-labeled TCR probe fluorescence, biochemical. inhibition, % at 9.4 µM. 0.37% of 360,000 active. AID 651800; in the data active = inhibition above about 19%;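 note: recombinant mutant TCR 2C K166C tagged with TAMRA read by polarization; 0% = receptor in buffer alone and 100% = receptor with positive control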
# HTRA1 inhibitor: inhibitors of human serine peptidase HTRA1; AID 504803; 0.5% of 340,000 active; inhibition, % at 5.96 µM; recombinant HTRA1, FP-rhodamine activity-based probe, fluorescence polarization; Q92743; in the data active = inhibition above about 36%;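 note: 0% = enzyme with DMSO and 100% = wells lacking enzyme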
# Target sequence (Q92743 whole entry, looked up): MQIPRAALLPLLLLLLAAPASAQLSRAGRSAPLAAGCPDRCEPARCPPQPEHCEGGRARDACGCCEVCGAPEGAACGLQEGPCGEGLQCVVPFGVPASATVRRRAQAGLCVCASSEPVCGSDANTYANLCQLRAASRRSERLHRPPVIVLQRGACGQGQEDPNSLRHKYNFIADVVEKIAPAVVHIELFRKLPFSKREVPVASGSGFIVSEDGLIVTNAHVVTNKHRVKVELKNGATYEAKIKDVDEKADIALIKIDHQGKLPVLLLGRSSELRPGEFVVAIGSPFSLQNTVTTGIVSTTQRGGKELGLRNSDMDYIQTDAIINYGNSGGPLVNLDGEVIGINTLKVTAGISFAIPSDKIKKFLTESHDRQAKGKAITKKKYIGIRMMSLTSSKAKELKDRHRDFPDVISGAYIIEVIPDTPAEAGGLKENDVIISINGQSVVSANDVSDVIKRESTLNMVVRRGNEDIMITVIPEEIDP
# LEDGF integ inh: blocks HIV-1 LEDGF/p75-dependent DNA integration | TR-FRET IN-LEDGF/p75 DNA integration, Eu/Cy5 | inhibition, % at 3.7 µM | 0.64% of 370,000 active;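 active = inhibition above the screen-wide mean plus 3 SD, cut at about 13% in these data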;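 note: signal is the Cy5 over europium emission ratio at 671 and 618 nm; 0% = plate median of compound wells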
# TDP2 absorb: TDP2 (human) inhibition, absorbance primary screen | O95551 | recombinant TDP2, T5PNP hydrolysis, p-nitrophenol absorbance 415 nm | inhibition, % at 12.8 µM | 0.34% of 370,000 active | AID 720702;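 active = inhibition above the mean of all tested compounds plus 3 SD, set per campaign, cut at about 25% in these data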;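 note: 0% = DMSO with enzyme and 100% = buffer with substrate but no TDP2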
# Target sequence (O95551 whole entry, looked up): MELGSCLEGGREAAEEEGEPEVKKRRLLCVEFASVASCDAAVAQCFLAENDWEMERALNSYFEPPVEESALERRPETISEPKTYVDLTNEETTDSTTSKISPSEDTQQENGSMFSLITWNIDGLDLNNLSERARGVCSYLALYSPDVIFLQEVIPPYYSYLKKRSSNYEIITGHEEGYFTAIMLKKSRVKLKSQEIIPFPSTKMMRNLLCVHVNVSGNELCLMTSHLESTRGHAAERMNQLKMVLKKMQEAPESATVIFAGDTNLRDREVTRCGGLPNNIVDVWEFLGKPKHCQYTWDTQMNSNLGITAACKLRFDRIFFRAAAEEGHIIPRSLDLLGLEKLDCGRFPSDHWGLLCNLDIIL
#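 Read-out basis: percent inhibition. System: recombinant human TDP2. Buffer or medium: Mg2+-containing Tris-HCl buffer, pH 7.5. Repeats: single replicate. Timing: reaction 2 h, 37 °C. Benchmarks: high control without enzyme, low control DMSO plus TDP2. Probe or stimulus: 5 mM T5PNP. Doses: 12.8 µM only. Measured by: epi absorbance of p-nitrophenol freed from T5PNP by hydrolysis.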
# * = called active by the depositor; / = not tested or not shown. A portion of the library (hit frequency here may not be typical).
# Start of the data: the first 2 compounds (preview)
SMILES,NPR2 activator,mABHD4 FP,rCAG RNA binder,MBD2 DNA inh,SIAE primary,PRMT1 FP inh,TCR-CD3 inh,HTRA1 inhibitor,LEDGF integ inh,TDP2 absorb
CCc1cc2ccc(C)cc2nc1SCC(=O)Nc1cc(C)on1,-4,0,-3,3,4,1,-6,-3,-2,18
Cc1[nH]c2ccccc2c1CCN(Cc1cccnc1)C(=S)Nc1cccc(F)c1,0,-1,3,-1,4,7,-2,-17,-7,-8

# This part in full (from the top)
SMILES,NPR2 activator,mABHD4 FP,rCAG RNA binder,MBD2 DNA inh,SIAE primary,PRMT1 FP inh,TCR-CD3 inh,HTRA1 inhibitor,LEDGF integ inh,TDP2 absorb
CCc1cc2ccc(C)cc2nc1SCC(=O)Nc1cc(C)on1,-4,0,-3,3,4,1,-6,-3,-2,18
Cc1[nH]c2ccccc2c1CCN(Cc1cccnc1)C(=S)Nc1cccc(F)c1,0,-1,3,-1,4,7,-2,-17,-7,-8
Cc1ccc(C)c(CSc2nnc([C@@H]3CCCN3)o2)c1,13,0,-3,0,1,0,-4,7,-1,2
COc1ccc(C2=NS(=O)(=O)N(C)C(C(=O)N3CCCCC3C)=C2)cc1 (centres undefined),3,4,-1,3,-3,4,-11,-4,-1,-8
FC(F)(F)c1nnc2ccc(N3CCCCCC3)nn12,6,4,-4,5,-2,2,3,1,-6,-6
C[C@@H]1CN([C@H](C)CO)C(=O)c2cc(NC(=O)Nc3ccc4c(c3)OCO4)ccc2O[C@H]1CN(C)Cc1ccncc1,6,7,4,5,7,4,-2,3,-1,3
CCOc1ccc(NC(=O)COC(=O)c2ccc(S(=O)(=O)N3CCOCC3)cc2)cc1,1,-5,-2,-4,5,-1,-10,9,0,3
O=C(NC(=S)N1CCN(c2ccccc2)CC1)c1c(F)cccc1F,-4,2,-2,-5,-2,-6,3,2,1,7
CC1CN(c2ncc(/C=N/NC(=O)c3ccccc3O)s2)CC(C)O1 (centres undefined),-7,9,0,-2,2,2,0,4,-3,-1
CN(C)C(=O)CNc1ccn2nc(-c3cccc(OCCN4CCOCC4)c3)cc2n1,7,1,0,-2,-10,-1,4,/,-1,-1
Cc1ccc(NC(=O)c2cccc(N3C(=O)C4C5C=CC(C5)C4C3=O)c2)cc1C (centres undefined),6,3,-1,-2,3,4,0,-4,-8,-17
Cc1ccc(C)c(N2CCN(C(=O)CCc3nc(-c4ccccc4C(F)(F)F)no3)CC2)c1,0,-5,-1,2,1,3,-1,-23,-3,2
COc1cc(CCC(=O)N2CC(C)OC(C)C2)cc(OC)c1OC (centres undefined),3,-5,-6,-7,7,0,-9,4,0,-1
CCOC(=O)c1nc(C)n(-c2cc(Cl)cc(Cl)c2)n1,3,-4,0,-4,-1,-6,4,-9,-4,3
COc1cc(C2NC(=S)NC(c3ccccc3)=C2C(C)=O)cc(Cl)c1OCC(=O)O (centres undefined),2,3,2,1,5,4,0,-7,0,-7
CC(=O)Nc1ccc(NC(=O)CCc2ccc(C)o2)cc1,3,-1,0,-2,-1,-2,7,-1,1,0
Cc1ccc2nc(SC(C)C(=O)NCc3ccco3)[nH]c2c1 (centres undefined),-3,1,4,-5,5,4,5,5,0,3
Cn1c(SCCOc2ccccc2Cl)nnc1-c1cccs1,-1,-22,0,-2,2,-2,3,2,-2,0
Cc1cccn2c(=O)c(/C=C(\C#N)C(=O)NCc3ccco3)c(N3CCOCC3)nc12,-4,-6,-4,-1,-3,-6,-6,/,1,3
COC(=O)C1=C(C)N(C)C(=O)NC1c1ccc(C)cc1 (centres undefined),4,-2,-5,0,3,1,0,0,2,0
COC(=O)COc1ccc(S(=O)(=O)NCc2ccc3c(c2)OCO3)cc1,-1,-2,-2,-2,0,-1,-7,-2,-1,10
O=C(NC1(C(F)(F)F)NC(=O)N(Cc2cccnc2)C1=O)c1ccccc1 (centres undefined),5,-1,2,-3,13,-2,1,-4,1,1
CC(C)c1ccc(NC(=O)C(c2ccccc2)N2CC(=O)Nc3ccccc32)cc1 (centres undefined),-1,-1,9,1,-2,-1,1,-18,0,-3
Cc1ccnc2c(N3C(=O)C4C5c6ccccc6C(c6ccccc65)C4C3=O)cccc12 (centres undefined),7,2,47*,-1,0,-3,4,-17,-2,-1
COc1ccc(N2CCN(C(=O)CSc3nnc(-c4cccnc4)n3-c3ccccc3)CC2)cc1,-1,8,-8,1,0,-2,3,-5,-3,-7

# Given bar-delimited: part of the list above.
mol | NPR2 activator | mABHD4 FP | rCAG RNA binder | MBD2 DNA inh | SIAE primary | PRMT1 FP inh | TCR-CD3 inh | HTRA1 inhibitor | LEDGF integ inh | TDP2 absorb
Cc1ccc(C)c(N2CCN(C(=O)CCc3nc(-c4ccccc4C(F)(F)F)no3)CC2)c1 | 0 | -5 | -1 | 2 | 1 | 3 | -1 | -23 | -3 | 2
COc1cc(CCC(=O)N2CC(C)OC(C)C2)cc(OC)c1OC (centres undefined) | 3 | -5 | -6 | -7 | 7 | 0 | -9 | 4 | 0 | -1
CCOC(=O)c1nc(C)n(-c2cc(Cl)cc(Cl)c2)n1 | 3 | -4 | 0 | -4 | -1 | -6 | 4 | -9 | -4 | 3
COc1cc(C2NC(=S)NC(c3ccccc3)=C2C(C)=O)cc(Cl)c1OCC(=O)O (centres undefined) | 2 | 3 | 2 | 1 | 5 | 4 | 0 | -7 | 0 | -7
CC(=O)Nc1ccc(NC(=O)CCc2ccc(C)o2)cc1 | 3 | -1 | 0 | -2 | -1 | -2 | 7 | -1 | 1 | 0
Cc1ccc2nc(SC(C)C(=O)NCc3ccco3)[nH]c2c1 (centres undefined) | -3 | 1 | 4 | -5 | 5 | 4 | 5 | 5 | 0 | 3
Cn1c(SCCOc2ccccc2Cl)nnc1-c1cccs1 | -1 | -22 | 0 | -2 | 2 | -2 | 3 | 2 | -2 | 0
Cc1cccn2c(=O)c(/C=C(\C#N)C(=O)NCc3ccco3)c(N3CCOCC3)nc12 | -4 | -6 | -4 | -1 | -3 | -6 | -6 | / | 1 | 3
COC(=O)C1=C(C)N(C)C(=O)NC1c1ccc(C)cc1 (centres undefined) | 4 | -2 | -5 | 0 | 3 | 1 | 0 | 0 | 2 | 0
COC(=O)COc1ccc(S(=O)(=O)NCc2ccc3c(c2)OCO3)cc1 | -1 | -2 | -2 | -2 | 0 | -1 | -7 | -2 | -1 | 10
O=C(NC1(C(F)(F)F)NC(=O)N(Cc2cccnc2)C1=O)c1ccccc1 (centres undefined) | 5 | -1 | 2 | -3 | 13 | -2 | 1 | -4 | 1 | 1
CC(C)c1ccc(NC(=O)C(c2ccccc2)N2CC(=O)Nc3ccccc32)cc1 (centres undefined) | -1 | -1 | 9 | 1 | -2 | -1 | 1 | -18 | 0 | -3

# (cont.)
SMILES,NPR2 activator,mABHD4 FP,rCAG RNA binder,MBD2 DNA inh,SIAE primary,PRMT1 FP inh,TCR-CD3 inh,HTRA1 inhibitor,LEDGF integ inh,TDP2 absorb
N#CC1=C(N)Nc2ncnn2C1c1ccc(F)cc1 (centres undefined),-1,-3,0,-7,6,1,9,5,-2,-2
COc1cc(-c2noc(-c3cccc(Cl)c3)n2)cc(OC)c1OC,-1,-3,5,0,1,2,-4,-2,-1,4
CCCCN(C)C(=O)c1sc(=O)n(Cc2cc(Cl)ccc2OC)c1C,-6,-12,-3,2,-3,8,-5,/,0,-15
CC(=O)c1ccc(NC(=O)CO/N=C(\C)c2cccs2)cc1,-4,0,-2,-4,0,-3,2,0,2,-14
CC(C)N(C(=O)CS(=O)(=O)c1ccc(Cl)c(Cl)c1)C(C)C,2,-4,-4,-1,2,-1,7,6,3,7
O=C(CCNS(=O)(=O)c1ccc(Br)cc1)NC1CCN(Cc2ccccc2)CC1,-5,3,-9,0,1,3,-5,-4,-6,14
COCCn1c(Cc2ccccc2)nnc1SCC(=O)N1CCCC1=O,1,-5,0,-1,1,10,-9,3,1,-6
COCCN(C(=O)Nc1ccc(OC)cc1OC)C1CCN(C(C)C)CC1,4,7,-1,1,-1,-4,2,-2,1,10
CCOC(=O)C1CCN(CCC(=O)Nc2ccc(Br)cc2)CC1,6,7,-8,-6,3,2,-1,0,0,-2
CNC(=S)N(C1=NCC(c2ccc([N+](=O)[O-])cc2)S1)c1ccccc1 (centres undefined),-2,-7,4,4,-2,-1,4,-13,1,-12
C/C(CCC(C)C)=N\Nc1cc(C)c2ccccc2n1,-3,3,0,5,6,0,2,-2,-2,8
CN(C)c1ccc(N=Nc2ccc(C(=O)O)cc2)cc1,-4,8,5,0,-6,2,8,5,3,10
O=C(C1=C[C@H](C2CC2)C[C@H](OCc2ccc(CO)cc2)O1)N1CCN(Cc2ccccc2)CC1,1,0,-7,4,2,-1,-1,-6,1,3
CC(C)(C)c1ccc(C(=O)NCc2nnc(SCC(=O)NCC3CCCO3)o2)cc1 (centres undefined),0,1,-3,0,-5,2,3,0,2,1
COc1ccc(CNC(=O)CS(=O)Cc2nc(-c3ccccc3C)oc2C)cc1 (centres undefined),-7,-10,2,2,-6,2,6,-6,-2,-3
O=C(NCc1ccccc1)c1nc[nH]c1C(=O)N1CCN(c2ccccc2)CC1,0,-4,-2,4,1,2,-3,0,-2,0
Cc1ccc(S(=O)(=O)Nc2ccncc2)c(C)c1N(C)S(=O)(=O)c1ccc(F)cc1,2,-8,1,-5,15,-1,4,0,8,4
COc1cccc(CNC(=O)[C@@H]2CCCN2C(=O)[C@@H]2CCCN2C(=O)OC(C)(C)C)c1,5,2,1,-2,6,-2,-5,/,4,-8
CCn1c2ccccc2c2cc(NC(=O)C(C)Oc3ccccc3)ccc21 (centres undefined),0,-21,3,-7,-3,-3,4,-9,3,0
O=[N+]([O-])c1ccc(N2CCOCC2)cc1N1CCCCC1,-2,2,-3,-12,-3,1,1,-4,-3,-15
CC12CCC(=O)N1C(C(=O)Nc1nc(-c3ccc(F)c(F)c3)cs1)CS2 (centres undefined),3,-6,1,-2,-4,-1,-4,-6,-7,-1
COCCn1c(SCc2ccc(F)cc2)nc2c1c(=O)[nH]c(=O)n2C,-2,9,0,3,4,7,-3,-2,0,2
COc1cccc(NC(=O)COC(=O)CNS(=O)(=O)c2c(F)cccc2F)c1,3,0,8,3,-3,1,-2,-8,-1,3
CN(C)C(CNC(=O)c1cc(S(=O)(=O)N(C)c2ccc(F)cc2)ccc1Cl)c1cccs1 (centres undefined),3,0,-2,-6,-6,-1,4,6,0,6
CCN1C(=O)[C@H]2[C@@H](c3ccc(C)cc3)N[C@]3(CCCN(Cc4cccn4C)C3=O)[C@H]2C1=O,-4,2,11,-6,1,8,0,-7,2,1
COC(=O)C1C(=O)c2c([nH]c(C(=O)OC3CCCCC3)c2C)CC1C (centres undefined),-3,-2,2,1,0,-6,1,2,5,2
